MrgX1 allo act: positive allosteric modulators of MrgX1, primary screen, HEK293 cells, Fluo-4 calcium flux; Mas-related G-protein coupled receptor member X1 (Homo sapiens), Q96LB2; FDSS; hits give high values; B-score at 10 µM; 310,000 compounds, 0.63% hits;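 active = plate-corrected calcium response at least 3 library SD above typical, normal starting fluorescence, not activating the receptor alone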;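 note: compound read alongside a low EC10 to EC30 dose of BAM8-22 agonist; peak minus trough fluorescence over baseline measured at the second addition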
TRPC4 block: inhibitors of mouse TRPC4 channel, primary screen, Fluo4 calcium, HEK293 TRPC4beta/mu-opioid cells; B-score at 10 µM; Short transient receptor potential channel 4 (Mus musculus), Q9QUQ5; 300,000 compounds, 0.39% hits; DAMGO-evoked Fluo4 calcium flux; hits give low values;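 active = B-score over 3 SD under the library average, no early fluorescence shift, positive overall ratio signal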
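Material: HEK293 cells with stable TRPC4beta plus mu-opioid receptor expression; probe or stimulus: DAMGO in two steps, submaximal then maximal; technique: Fluo4 calcium fluorescence by kinetic imaging, 5 s 1 Hz baseline; measure: integrated fluorescence ratio relative to baseline, converted to per-well B score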
SKKanGAS inh: S. pyogenes SKKanGAS growth inhibitors in kanamycin, primary screen, streptokinase expression inhibitor project, SKKanGAS strain, BacTiter-Glo luminescence; inhibition, % at 7.5 µM; 300,000 compounds, 1.3% hits; 6 h;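 active = mean replicate score, as percent of positive control median, at least 50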;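 note: strain carries kanamycin resistance gene driven by streptokinase promoter and grows in 40 µg/ml kanamycin; loss of luminescence reflects streptokinase promoter inhibition or plain growth inhibition; 0% = median of DMSO wells and 100% = positive control at its reference dose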
TRPC4 act: activators of mouse TRPC4 channel, primary screen, Fluo4 calcium, HEK293 TRPC4beta/mu-opioid cells. B-score at 10 µM. 310,000 compounds, 0.49% hits. AID 2237, 2010. Short transient receptor potential channel 4 (Mus musculus), Q9QUQ5. Fluo4 calcium fluorescence; hits give high values;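 active = B-score above 5 SD of library B-scores, and initial fluorescence ratio not above library mean plus 5 SD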;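 note: positive B-score marks a calcium rise read as TRPC4 activation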
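System – HEK293 cells stably co-expressing mouse TRPC4beta and mu-opioid receptor · Signal – Fluo4 calcium-sensitive dye fluorescence, kinetic, 1 Hz baseline · Benchmarks – buffer (low) and maximal DAMGO (high) · Read-out – B score of integrated fluorescence ratio per well · Incubation – dye loading 45 min room temperature, 110 s kinetic read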
TRPC6 inh: mouse TRPC6 channel inhibitors, primary screen, cell-based, HEK293, membrane potential dye; Short transient receptor potential channel 6 (Mus musculus), Q61143; ACh-evoked depolarization; hits give low values; 310,000 compounds, 1.1% hits; AID 2553, 2010; B-score at 10 µM;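 active = B-score under library mean minus 3 SD, initial fluorescence not abnormally high, positive integrated signal ratio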;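 note: B-score derived from integrated fluorescence ratio over the kinetic read; more negative B-score means stronger inhibition of depolarization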
MrgX1 antag: antagonists of human MrgX1 receptor, primary screen, HEK293 cells, Fluo-4 calcium flux | AID 588676, 2011 | B-score at 10 µM | 310,000 compounds, 1.3% hits | BAM8-22 antagonism; hits give low values;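 active = calcium-response B-score plate-corrected more than 3 library SD below zero, starting fluorescence within 5 deviations, no agonist response on first addition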;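 note: peak minus trough fluorescence over baseline after final BAM8-22 challenge near maximal dose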
TRPC6 act: mouse TRPC6 channel activators, primary screen, cell-based, HEK293, membrane potential dye | Short transient receptor potential channel 6 (Mus musculus), Q61143 | HEK293-TRPC6 membrane potential dye fluorescence; hits give high values | B-score at 10 µM | 310,000 compounds, 0.13% hits | AID 2550, 2010;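 active = B-score of the integrated fluorescence ratio above library mean plus 3 SD, and starting fluorescence ratio within library mean plus 5 SD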;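 note: higher score means more depolarization so channel activation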
MrgX1 ag: agonists of human MrgX1 receptor, primary screen, HEK293 cells, Fluo-4 calcium flux; Mas-related G-protein coupled receptor member X1 (Homo sapiens), Q96LB2; Fluo-4 calcium fluorescence, agonist mode; hits give high values; B-score at 10 µM; 310,000 compounds, 0.44% hits;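 active = calcium response B-score plate-corrected fluorescence ratio at least 3 library SD, with starting fluorescence B-score inside 5 SD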
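Assay system: stable human MrgX1 HEK293 cell line. Quantity: 15,000 cells per well. Schedule: cells plated overnight, dye loaded 0.5 h 37 °C, 0.5 h room temperature. Detection: Fluo-4 NW calcium-flux fluorescence, kinetic read. Read-out basis: peak-minus-minimum fluorescence over baseline, converted to B scores. Control set: positive and negative control wells on each plate.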
ANO1 activ: TMEM16A chloride channel activators or potentiators, primary screen, cell-based, HTS | 340,000 compounds, 0.3% hits | HEK293 TMEM16A/YFP-H148Q/I152L, iodide quench fluorescence; hits give low values | B-score at 10 µM | AID 623877, 2012;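 active = fluorescence-ratio B-score plate-corrected deviation score at least 3 library SD below zero, with starting fluorescence score within 5 deviations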;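 note: channel opened by trigger with iodide after compound preincubation; score built on the fluorescence ratio of max minus min over baseline; more negative score means more quench and so TMEM16A activation or potentiation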
Target sequence (Q8BHY3 whole entry, looked up): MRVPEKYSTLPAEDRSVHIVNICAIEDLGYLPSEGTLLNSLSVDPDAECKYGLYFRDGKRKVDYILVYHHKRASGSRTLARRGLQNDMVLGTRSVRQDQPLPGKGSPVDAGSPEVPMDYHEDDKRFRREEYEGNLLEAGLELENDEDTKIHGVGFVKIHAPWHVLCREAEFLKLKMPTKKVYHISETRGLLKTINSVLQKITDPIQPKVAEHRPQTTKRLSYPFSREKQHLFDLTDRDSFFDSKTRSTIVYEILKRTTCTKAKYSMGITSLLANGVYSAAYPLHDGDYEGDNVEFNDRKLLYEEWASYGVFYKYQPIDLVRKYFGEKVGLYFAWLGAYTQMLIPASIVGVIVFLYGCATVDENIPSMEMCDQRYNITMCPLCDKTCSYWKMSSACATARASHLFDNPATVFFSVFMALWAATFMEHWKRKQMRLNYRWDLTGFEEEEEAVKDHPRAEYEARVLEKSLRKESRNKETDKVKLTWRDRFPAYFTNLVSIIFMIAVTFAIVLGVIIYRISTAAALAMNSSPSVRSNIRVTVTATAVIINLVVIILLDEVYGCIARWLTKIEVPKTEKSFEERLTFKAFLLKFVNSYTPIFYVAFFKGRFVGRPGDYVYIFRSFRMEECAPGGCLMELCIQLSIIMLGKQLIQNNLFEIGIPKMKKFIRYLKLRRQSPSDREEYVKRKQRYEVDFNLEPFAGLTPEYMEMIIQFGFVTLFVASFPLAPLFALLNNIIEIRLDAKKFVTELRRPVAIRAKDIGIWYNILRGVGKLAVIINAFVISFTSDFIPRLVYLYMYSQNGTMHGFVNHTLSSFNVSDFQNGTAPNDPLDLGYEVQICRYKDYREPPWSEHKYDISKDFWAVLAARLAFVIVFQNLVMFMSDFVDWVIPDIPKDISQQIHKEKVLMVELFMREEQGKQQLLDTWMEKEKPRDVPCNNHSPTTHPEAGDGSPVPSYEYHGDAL
TMEM16A inh: TMEM16A chloride channel inhibitors, primary screen, cell-based, HTS; Anoctamin-1 (Mus musculus), Q8BHY3; HEK293 TMEM16A/YFP iodide influx fluorescence, ionomycin; normalized B-score (activity score, 25-100; higher = stronger inhibition) at 10 µM; 310,000 compounds, 1.2% hits; AID 588511, 2011;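 active = ratio plate-corrected score three or more library SD toward inhibition, starting fluorescence score within five deviations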;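 note: score derived from kinetic fluorescence span divided by baseline fluorescence per well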
TRPC4 potent: positive allosteric modulators of TRPC4, primary screen, cell-based, mouse TRPC4beta, HEK293 mu-opioid, Fluo-4 calcium | Short transient receptor potential channel 4 (Mus musculus), Q9QUQ5 | DAMGO EC20, Fluo-4 Ca2+ flux; hits give high values | B-score at 10 µM | 310,000 compounds, 0.42% hits | AID 2227, 2009;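 active = B-score of calcium response area above 5 SD of library B-scores, with initial fluorescence ratio within 5 SD of library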;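 note: B-score of integrated fluorescence ratio over time as area under calcium response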
An asterisk follows results filed as active; i = inactive; . = not tested or not shown.

Results follow in this order: MrgX1 allo act | TRPC4 block | SKKanGAS inh | TRPC4 act | TRPC6 inh | MrgX1 antag | TRPC6 act | MrgX1 ag | ANO1 activ | TMEM16A inh | TRPC4 potent
COCc1[nH]nc2c1C1(C(=O)Nc3ccc(F)cc31)C(C#N)=C(N)O2 (configuration not stated)
    i | i | -1.8 | i | i | i | i | i | i | i | i
O=C(CCN1C(=O)c2ccccc2C1=O)Nc1ccc(-c2nc3ccccc3o2)cc1
    i | i | -1.7 | i | i | i | i | i | i | i | i
COCCNC(=O)c1ccc(N2CC3CC(C2)c2cccc(=O)n2C3)c(NC(=O)c2ccc(F)cc2)c1 (configuration not stated)
    i | i | 1.9 | i | i | i | i | i | i | i | i
CC1CCCCN1C(=O)Cn1nnc(-c2cccnc2)n1 (configuration not stated)
    i | i | 3.9 | i | i | i | i | i | i | i | i
COCC(C)(C)COS(N)(=O)=O
    i | i | -7.3 | i | i | i | i | i | i | i | i
COc1ccc(NC(C)C(=O)N2CCN(Cc3ccccc3)CC2)cc1 (configuration not stated)
    i | i | -3.3 | i | i | i | i | i | i | i | i
CCN(CC)C(=O)CSc1nnc([C@@H](N)C(C)C)o1
    i | i | -1.3 | i | i | i | i | i | i | i | i
CSc1ccccc1OCc1cc(C(=O)NCc2ccc(C)s2)no1
    i | i | -2.1 | i | i | i | i | i | i | i | i
CCn1c(=O)c2c(nc(SCC(=O)NC3CCCC3)n2C)n(C)c1=O
    i | i | -0.2 | i | i | i | i | i | i | i | i
Cc1ccccc1NS(=O)(=O)c1ccc(OCC(=O)NCc2ccco2)cc1
    i | i | -2.5 | i | i | i | i | i | i | i | i
Cc1ccc(Cl)c(OCC(=O)Nc2cccnc2)c1
    i | i | -17.6 | i | i | i | i | i | i | i | i
O=C(CCCN1C(=O)/C(=C/c2cccs2)SC1=S)Nc1ccc(O)cc1
    i | i | 1.0 | i | i | i | i | i | i | i | i
COc1ccc(S(=O)(=O)NC2CC(=O)N(c3cccc(F)c3)C2)cc1OC (configuration not stated)
    i | i | 12.0 | i | i | i | i | i | i | i | i
Cc1ccccc1N/C(=N/S(=O)(=O)c1cc(F)ccc1F)c1ccccc1
    i | i | -8.3 | i | i | i | i | i | i | i | i
CCN(CC)CCNC(=O)Cn1cnc2sc(C)c(S(=O)(=O)N3CCOCC3)c2c1=O
    i | i | -8.8 | i | i | i | i | i | i | i | i
Cc1sccc1/C=N/NC(=O)c1ccco1
    i | i | 2.8 | i | i | i | i | i | i | i | i
O=c1[nH]c2ccccc2nc1NCc1ccccc1
    i | i | 6.1 | i | i | i | i | i | i | i | i
CCCNC(=O)Cn1c(-c2ccc(F)cc2)cc(C(=O)OCC)c1C
    i | i | 3.6 | i | i | i | i | i | i | i | i
O=C(Nc1cc(=O)[nH]c2nc(-c3ccccc3)nn12)c1ccccc1Cl
    i | i | 18.4 | i | i | i | i | i | i | i | i
CCOC(=O)C1=C(COC(=O)c2ccc(OC(C)C)cc2)NC(=O)NC1C (configuration not stated)
    i | i | 5.1 | i | i | i | i | i | i | i | i
O=C(COC(=O)Cc1cccs1)Nc1cccc(S(=O)(=O)N2CCOCC2)c1
    i | i | 2.6 | i | i | i | i | i | i | i | i
COc1ccccc1NC(=O)CN1CCN(c2ccc(Cl)cc2)CC1
    i | i | 3.1 | i | i | i | i | i | i | i | i
Cc1ccc(OCCNC(=O)c2cc(-n3cnnc3)ccc2Cl)cc1C
    i | i | -10.3 | i | i | i | i | i | i | i | i
Cc1ccc(S(=O)(=O)c2nc(-c3ccccc3Br)oc2N(C)C)cc1
    i | i | 1.0 | i | i | i | i | i | i | i | i
COc1cc(CN(C)CC2CCCN(CCc3ccccc3F)C2)cc(Cl)c1OC (configuration not stated)
    i | -6* | 1.1 | i | i | i | i | i | i | i | i
COc1ccc(C(=O)N2CCC(=O)N(C(CO)Cc3ccccc3)CC2)cc1 (configuration not stated)
    i | i | 13.1 | i | i | i | i | i | i | i | i
Cc1oc2c(c1C(=O)c1ccc(Cl)cc1)C(=O)C(=O)c1ccccc1-2
    . | i | 75.3* | i | i | . | i | . | i | . | i
Cc1ccnc(NC(=O)c2ccc(Cl)s2)c1
    8.48* | i | 0.5 | i | i | i | i | i | i | i | i
Oc1c(Cl)cc(CN2CCCCC2)c2cccnc12
    i | i | 24.1 | i | i | i | i | i | i | i | i
CCCOc1ccc(N2C(=O)CC(N(Cc3ccco3)C(=O)CCC(=O)O)C2=O)cc1 (configuration not stated)
    i | i | 8.0 | i | i | i | i | i | i | i | i
CCOC(=O)Cc1cc(=O)n2[nH]c(-c3ccccc3)cc2n1
    i | i | -6.0 | i | i | i | i | i | i | i | i
Cc1c(C)c(C)c(S(=O)(=O)NCCc2ccncc2)c(C)c1C
    i | i | -1.9 | i | i | i | i | i | i | i | i
COc1ccccc1C1(O)C(=O)Nc2ccc(C)cc21 (configuration not stated)
    i | i | -4.3 | i | i | i | i | i | i | i | i
O=C(Nc1ccc(C(=O)OC2CCCCC2)cc1)c1ccncc1
    i | i | -0.8 | i | i | i | i | i | i | i | i
O=C(NCc1ccc2c(c1)OCO2)c1ccc(CS(=O)(=O)Cc2cccc(Cl)c2)o1
    i | i | -11.7 | i | i | i | i | i | i | i | i
Cc1ccc(OCC2Cn3c(nc4c3c(=O)[nH]c(=O)n4C)O2)cc1 (configuration not stated)
    i | i | -2.4 | i | i | i | i | i | i | i | i
COc1cc(NC(=O)C/C(C)=N/NC(=O)Cc2ccccc2)c(OC)cc1Cl
    i | i | -2.4 | i | i | i | i | i | i | i | i
Cc1cccn2c(=O)c(/C=C(\C#N)S(=O)(=O)c3ccc(Cl)cc3)c(N3CCC(C(N)=O)CC3)nc12
    i | i | 5.0 | i | i | i | i | i | i | i | i
N#CCCn1cnc2ccccc21
    i | i | 2.3 | i | i | i | i | i | i | i | i
CC1CCN(C(=O)c2cc(Cl)nc3ccccc23)CC1
    i | i | 0.5 | i | i | i | i | i | i | i | i
Cc1ccc(NC(=O)CN2CCCCCC2)c(Br)c1
    . | i | -1.3 | i | i | . | i | . | i | . | i
COc1ccc(C2=Nn3c(nnc3-c3cccnc3)SC2)cc1
    . | i | 0.2 | i | i | . | i | . | i | . | i
CCN(CC)CCN(C(=O)Cn1nnc(-c2ccc(OC)c(OC)c2)n1)C(C(=O)NC1CCCC1)c1ccc(F)cc1 (configuration not stated)
    i | i | -13.4 | i | i | i | i | i | i | i | i
COc1ccccc1-c1cc(-c2ccc(C)cc2)nc(SCc2nnc(-c3ccccc3)o2)c1C#N
    i | i | 4.8 | i | i | i | i | i | i | i | i
COc1ccc(Oc2ccc(C(F)(F)F)cc2NC(=O)c2ccc(F)cc2)cc1
    i | i | 6.9 | i | i | i | i | i | i | i | i
COC(=O)C1=C(C)OC(N)=C(C#N)C1c1ccco1 (configuration not stated)
    i | i | -6.0 | i | i | i | i | i | i | i | i
Cc1nc(NS(=O)(=O)c2ccccc2)sc1NC(=O)OCCN(C)C
    i | i | 1.6 | i | i | i | i | i | i | i | i
COc1cc(/C=C/C(=O)N2CCCN(C(=O)/C=C/c3cc(OC)c(OC)c(OC)c3)CC2)cc(OC)c1OC
    i | i | -8.8 | i | i | i | i | i | i | i | i
CCOC(=O)c1oc2nc(C)c3c(c2c1N)CC(C)(C)OC3
    i | i | -8.6 | i | i | i | i | i | i | i | i
CCN(CC)CCNC(=O)Cc1nn(Cc2ccccc2)c(=O)c2ccccc12
    i | i | 4.6 | i | i | i | i | i | i | i | i
CN1CCN(S(=O)(=O)c2ccc3c(c2)NC(=O)C2CCCN32)CC1 (configuration not stated)
    i | i | 1.9 | i | i | i | i | i | i | i | i
CC(C)CCNC(=O)C12CN(Cc3ccccc3)CC1C(c1ccc([N+](=O)[O-])cc1)=NO2 (configuration not stated)
    i | i | 9.8 | i | i | i | i | i | i | i | i
COc1ccc(NC(=S)N2CCc3ccccc3C2)cc1OC
    i | i | 1.7 | i | i | i | i | i | i | i | i
CCCn1c(N)c(C(=O)CSc2nc3ccccc3c(=O)n2Cc2ccccc2)c(=O)[nH]c1=O
    i | i | 11.7 | i | i | i | i | i | i | i | i
O=C(COC(=O)c1cccc(S(=O)(=O)N2CCN(c3ccccc3)CC2)c1)NCC1CCCO1 (configuration not stated)
    i | i | -1.2 | i | i | i | i | i | i | i | i
COc1ccccc1N(C(=O)CNC(=O)c1ccco1)C(C(=O)NCC1CCCO1)c1ccccc1 (configuration not stated)
    i | i | -1.8 | i | i | i | i | i | i | i | i
Cc1ccc(S(=O)(=O)Nc2ccc(S(=O)(=O)N3CCOCC3)cc2)cc1[N+](=O)[O-]
    i | i | -0.2 | i | i | i | i | i | i | i | i
CC(C)C(=O)Nc1cccc(C(=O)Nc2nccs2)c1
    i | i | -0.6 | i | i | i | i | i | i | i | i
Cc1ccc(S(=O)(=O)CCC(=O)Nc2sccc2C#N)cc1
    i | i | -0.2 | i | i | i | i | i | i | i | i
COc1ccc(-c2csc(N(CC3CCCO3)C(=O)c3ccco3)n2)cc1 (configuration not stated)
    i | i | -17.8 | i | i | i | i | i | i | i | i
